# Compound activity from PubChem BioAssay.
# ERAP1 HTS inh – inhibitors of human ERAP1 aminopeptidase; Q9NZ08; recombinant ERAP1, Leu-AMC fluorescence, 60 min; inhibition, % at 10.7 µM; hit rate 0.15% among 340,000; AID 652197;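 active means mean replicate inhibition of at least 30%, or all replicates individually reaching that 30% level; inactive means mean below 30% and not every replicate reaching it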;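 further: 0% = neutral control wells and 100% = L-leucinethiol positive control wells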
# CFTR F508del cor – correctors of CFTR F508del function in bronchial epithelial cells | CFBE cells, YFP halide quenching; stimulated with forskolin plus potentiator P3; % fluorescence drop versus neutral controls | activity (quench increase), % at 7.58 µM | hit rate 0.36% among 350,000 | AID 720511;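 active means mean added fluorescence quench of at least 8% versus neutral control, with both replicates also reaching 8%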;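 further: cells transiently co-express mutant CFTR-F508del with the halide-sensitive YFP; corrector assay measuring rescue of mutant channel to the surface after 24 h compound exposure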
# ARNT TACC3 PPI – disrupts binding between human ARNT and TACC3 | AlphaScreen His-ARNT PAS-B/GST-TACC3 binding, luminescence; TACC3 fragment carries E629A point mutation | inhibition, % at 9.99 µM | hit rate 0.66% among 390,000 | AID 623870;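 active means mean inhibition of replicates at least 50% and at least half of replicates each reaching 50%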;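 further: 0% = complete ARNT plus TACC3 wells and 100% = ARNT alone without TACC3; many hits fall short of the cut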
# esBAF inh – SWI/SNF esBAF complex inhibition; reporter increase, % at 12.5 µM; AID 602393; mouse ES cells, Bmi1-luciferase knock-in reporter, 24 h; 100% = twice the neutral-well signal; hit rate 2% among 350,000; in the data active means activation above about 40%;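 further: 0% = median of the plate's neutral control wells and 100% = double that signal; a rise in the Bmi1 reporter signal indicates esBAF inhibition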
# GSIS activator – GLuc luminescence reporter in INS-1E cells, primary screen for activators of glucose-dependent secretion of insulin; INS-1E GLuc reporter insulin secretion, 2-3 h; activation, % at 16.6 µM; hit rate 0.61% among 370,000; AID 743287;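 active means lowest replicate activation of at least 40%, so every replicate reaches that level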;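 further: 0% = median of neutral control wells and 100% = median of IBMX positive control wells; some compounds called inactive have numbers as strong as hits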
# RAD52 anneal inh – RAD52 (human) annealing inhibition. P43351. recombinant RAD52 DNA annealing, FRET fluorescence. inhibition, % at 18.7 µM. hit rate 0.46% among 360,000;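 active means every replicate showing at least 50% inhibition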
# XiGFP reactiv – activators of X-chromosome reactivation in mouse fibroblasts; activation, % at 7.58 µM; XiGFP mouse fibroblasts, % GFP-positive cells imaging, 3 d; cells co-treated with 5-aza-dC sensitizer; scaled so ellipticine positive control = 100%; hit rate 0.055% among 360,000;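 active means mean normalized replicate activation at least 10% and every replicate at or above 10%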;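 further: 0% = median of on-plate neutral control wells and 100% = ellipticine 6 µM median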
#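 System: SV40-immortalized XiGFP fibroblast cells, line 68-5-11 / Incubation: 3-day compound exposure, then 15 min fixation at room temperature / Compound: single concentration per compound, delivered by pin transfer / Buffer or medium: DMEM plus 5-aza-dC sensitizer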
# RAD54 branch – RAD54 (human) branch migration inhibition | RAD54 Holliday junction branch migration, FAM/BHQ fluorescence | inhibition, % at 10.4 µM | hit rate 0.14% among 360,000 | AID 602329;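 active means mean normalized replicate activity at least 40 and at least half of replicates scoring 40 or more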;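 further: 0% = median of neutral control wells and 100% = median of positive control wells; inhibitors cause a drop in the FAM fluorescence signal; in these data hits start at about 50%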
# Target sequence (Q92698 whole entry, looked up): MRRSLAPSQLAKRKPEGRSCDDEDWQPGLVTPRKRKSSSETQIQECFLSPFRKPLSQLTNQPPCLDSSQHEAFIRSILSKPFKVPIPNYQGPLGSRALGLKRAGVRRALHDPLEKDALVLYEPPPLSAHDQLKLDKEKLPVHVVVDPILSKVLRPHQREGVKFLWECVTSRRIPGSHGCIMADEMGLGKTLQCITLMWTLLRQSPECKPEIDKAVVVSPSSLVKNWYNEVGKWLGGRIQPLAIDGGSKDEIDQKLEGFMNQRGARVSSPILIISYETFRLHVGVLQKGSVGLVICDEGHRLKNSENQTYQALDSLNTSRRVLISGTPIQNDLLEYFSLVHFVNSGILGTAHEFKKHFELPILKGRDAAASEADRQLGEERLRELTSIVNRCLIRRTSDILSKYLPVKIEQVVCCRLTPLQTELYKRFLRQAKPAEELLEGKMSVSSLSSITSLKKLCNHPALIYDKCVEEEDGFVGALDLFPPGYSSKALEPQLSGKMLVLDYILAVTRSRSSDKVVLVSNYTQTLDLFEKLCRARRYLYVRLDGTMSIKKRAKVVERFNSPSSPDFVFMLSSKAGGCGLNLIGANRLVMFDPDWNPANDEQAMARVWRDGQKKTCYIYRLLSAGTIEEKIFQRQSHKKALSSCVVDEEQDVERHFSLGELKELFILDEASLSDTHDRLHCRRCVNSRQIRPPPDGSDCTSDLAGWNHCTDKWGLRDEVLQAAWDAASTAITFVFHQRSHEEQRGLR
# The depositor's hits bear a star; x = not tested or not shown. Outcome played no part in choosing rows; about 3.3% have a hit in one of these screens.
SMILES,ERAP1 HTS inh,CFTR F508del cor,ARNT TACC3 PPI,esBAF inh,GSIS activator,RAD52 anneal inh,XiGFP reactiv,RAD54 branch
CO[C@H]1CN(C)C(=O)c2cc(NC(=O)c3cc(C)on3)ccc2OC[C@@H](C)N(C)C[C@H]1C,0,-1.0,-4,3,7,7,-0.1,7
COCCn1nnnc1C(c1cc2cc(C)cc(C)c2[nH]c1=O)N1CCN(c2ccccc2F)CC1 (stereo unspecified),x,x,4,-4,-3,x,x,1
Cc1ccc(S(=O)(=O)N2CCCC2)cc1C(=O)NCc1ccccc1CN1CCCC1,-1,2.1,-4,0,x,-19,0.0,2
C/C=C/c1ccc([C@@H]2[C@H](CO)N3C(=O)CN(C(=O)Nc4ccccc4F)C[C@@H]23)cc1,0,0.0,x,x,-2,0,0.4,x
Cc1ccc(-n2c(CCC(=O)O)ccc2-c2cccs2)cc1,-2,1.2,-10,38,-15,-18,x,-16
CC(C)NC(=O)N[C@H]1CC[C@@H](CC(=O)O)O[C@H]1CO,-1,0.7,9,-4,-9,-6,0.5,-4
O=C(NC[C@@H]1N[C@@H](CO)[C@@H]1c1ccccc1)C1CC1,2,-1.8,8,-1,10,6,0.0,-7
COc1ccc(C(=O)NCC(=O)OCCOc2ccc(Cl)cc2)cc1OC,4,2.7,-1,-1,x,-18,0.1,-5
COc1ccc(CCNS(=O)(=O)c2ccc3[nH]c(=O)[nH]c3c2)cc1,-6,0.8,-11,-12,-1,-16,0.0,-2
CC(=O)NNc1cc(N2CCOCC2)nc(N2CCOCC2)n1,-1,1.6,1,3,16,-55,0.0,-16
C[C@@H]1CN([C@H](C)CO)C(=O)c2cc(NC(=O)Nc3ccc4c(c3)OCO4)ccc2O[C@@H](C)CCCCO[C@@H]1CN(C)Cc1ccncc1,-1,-1.1,4,-4,-18,-12,0.0,-6
C[C@H](CO)N1C[C@H](C)[C@H](CN(C)Cc2ccc(C(F)(F)F)cc2)Oc2ccc(NC(=O)Nc3ccc(F)cc3)cc2C1=O,-2,1.3,-4,-3,-3,-4,0.2,8
CC1(C(=O)NS(=O)(=O)c2ccc(Br)cc2)CCN1C(=O)CCC1CCCC1 (stereo unspecified),-1,-2.2,x,9,-6,-20,-0.1,-9
CCCCn1nc(C(=O)N2CCN(S(=O)(=O)c3ccccc3)CC2)c2ccccc2c1=O,-2,3.7,1,-8,6,-6,0.0,x
CCS(=O)(=O)N1CCN(c2ccc(S(=O)(=O)N3CCOCC3)cc2)CC1,9,0.3,0,-2,-8,-18,0.0,0
Cc1cccc(C(=O)Nc2cccc3cccnc23)c1,0,-2.3,-3,25,-4,-16,0.1,-1
CCOCCCNC(=O)CNC(=S)N(Cc1ccc(C)cc1)Cc1ccco1,-1,1.3,6,x,-14,6,0.3,x
COc1ccc(-c2cnc3c(c2)C(=O)N([C@@H](C)CO)C[C@@H](C)[C@@H](CN(C)Cc2ccc(C(=O)O)cc2)O3)cc1,2,4.2,x,x,36,0,-1.2,x
N#CCN(C(=O)CSc1nnc(C2CC2)n1C1CC1)c1ccccc1,0,-0.7,x,-5,2,-4,0.1,-3
C[C@@H]1CN([C@H](C)CO)S(=O)(=O)c2ccc(C#CC3(O)CCCC3)cc2O[C@H]1CN(C)C(=O)Nc1cccc(F)c1,3,-3.0,8,-9,-15,-3,0.0,6
CCn1c(SCC(=O)Nc2ccc(N(C)C)cc2)nnc1-c1ccco1,3,-0.7,0,2,6,-15,0.0,-5
CCCCCn1c(CN2CCCCC2CC)nc2c1c(=O)n(C)c(=O)n2C (stereo unspecified),-4,1.2,-2,1,x,-9,-0.2,-5
C#Cc1cccc(-n2nnc(C(C)=O)c2C)c1,-2,-1.6,0,1,15,-11,0.0,-1
CC(C)c1ccc(OCC(=O)NCc2ccccc2)cc1,x,1.3,-4,-5,-7,-8,0.3,4
C[C@H](CO)N1C[C@H](C)[C@@H](CN(C)C(=O)Nc2ccc(F)cc2)Oc2ccc(NC(=O)C3CCCCC3)cc2C1=O,x,-0.9,x,1,-1,x,-1.3,x
C[C@@H](O)C#Cc1ccc([C@@H]2[C@H](CO)N3CCCCN(C(=O)Nc4ccccc4)C[C@@H]23)cc1,1,0.6,-5,-10,-1,4,0.3,-14
COc1ccc(-c2noc(CCC(=O)N3CCN(c4ccccc4)CC3)n2)cc1,-8,0.7,-3,-5,4,-8,0.1,-7
O=C(COc1ccccc1)Nc1c(C(=O)N2CCC(N3CCCCC3)CC2)oc2ccccc12,-3,-0.1,-10,-5,-1,-12,0.0,-8
O=C(NCc1ccc2c(c1)OCO2)[C@@H]1[C@@H](CO)[C@@H]2Cn3c(cccc3=O)[C@H]1N2Cc1ccncc1,-1,0.5,0,2,5,2,0.2,13
COc1ccc2c3c(n(C)c2c1)[C@@H](CO)N(Cc1ccccc1OC)CC31CCN(C(=O)C2CC2)CC1,-3,-2.2,x,x,-19,-104,0.0,x
COC(=O)c1ccc(CO/N=C/c2cccc([N+](=O)[O-])c2)cc1,1,-3.0,-4,-3,29,0,0.1,-1
COc1ccc(N(C(=O)c2cccc([N+](=O)[O-])c2)S(=O)(=O)c2cccs2)cc1,-4,-3.7,12,x,21,-3,0.0,x
CCc1cc(C(=O)OC)c(NC(=O)CN2CCN(C(=O)C3CCCO3)CC2)s1 (stereo unspecified),-1,-1.5,-2,-7,14,-12,0.2,7
COc1ccc(C(CC(=O)N2CCCCC2)NC(=O)C(F)(F)F)cc1 (stereo unspecified),-1,-0.5,0,-7,-1,4,0.1,1
Cc1c(Cl)cccc1NC(=O)CSc1ncnc2c1cnn2CCO,-2,2.8,-22,-2,6,-1,0.0,-6
CCc1c(C#N)c(SCCC(=O)Nc2ccc(C)cc2)nc2c1C(=O)CC(C)(C)C2,x,x,-7,1,-38,x,x,-2
Cc1cccc(Oc2ccccc2NS(=O)(=O)c2ccc(CCC(=O)O)cc2)c1,5,0.6,-7,9,x,-8,1.9,-15
COc1ccc(N2CCN(C(=O)c3cc(=O)c4cc(Cl)ccc4o3)CC2)cc1,0,-1.3,-21,2,-1,-7,0.0,-5
Cc1ccc(CNC(=O)COC(=O)c2ccc(S(=O)(=O)N3CCOCC3)cc2)cc1,-1,-2.6,-4,5,13,0,0.0,-3
N#Cc1c(-c2ccccc2F)cc(-c2cccnc2)nc1N,2,x,-14,x,6,-8,-0.1,3
O=C(C[C@H]1CC[C@H]2NC[C@@H](O)COC[C@@H]2O1)NCc1ccc2c(c1)OCO2,2,-2.2,-6,0,14,3,0.1,0
CCn1ccnc1CNC(=O)c1ccc(OC2CCN(C(=O)COC)CC2)cc1,-3,-0.3,12,-3,6,-8,0.0,-14
COc1ccc2c3c(n(C)c2c1)[C@@H](CO)N(C(C)=O)CC31CCN(Cc2cccnc2)CC1,-2,-1.1,x,x,13,10,0.2,x
O=C1NC[C@@H](c2ccccc2)OC(=O)[C@H](Cc2ccc(F)cc2)C/C=C\C[C@H]1CC(=O)N(CCO)Cc1ccccc1,-1,-1.9,3,0,-31,-15,-0.1,9
Cc1cccc(Cn2ccc(N)n2)c1,2,0.5,-2,0,-6,-34,-0.2,x
C[C@@H]1CN([C@@H](C)CO)C(=O)c2cc(NC(=O)Nc3ccc4c(c3)OCO4)ccc2O[C@@H]1CN(C)C(=O)NC1CCCCC1,1,-0.2,-1,8,-6,20,-0.2,-1
CCOC(=O)C1=C(c2ccc(OC)cc2)OC(N)=C(C#N)C1c1cccnc1 (stereo unspecified),2,-1.0,x,x,2,-17,0.0,8
CC(C)C(=O)NNc1ccc(C(F)(F)F)cn1,-1,0.4,-5,x,-1,-8,0.2,0
CC(C)NC(=O)N(C)C[C@H]1Oc2c(NC(=O)c3nc4ccccc4s3)cccc2C(=O)N([C@@H](C)CO)C[C@@H]1C,1,0.2,-2,1,3,-7,0.0,7
CC(C)N(C(=O)[C@H]1C[C@H](CC(=O)NC(C)(C)C)C(=O)N2CCc3c([nH]c4cc(CCC(=O)N(C)C)ccc34)[C@]12C)C(C)C,-5,-2.2,3,-2,7,-1,-0.2,-14
# Later entries
SMILES,ERAP1 HTS inh,CFTR F508del cor,ARNT TACC3 PPI,esBAF inh,GSIS activator,RAD52 anneal inh,XiGFP reactiv,RAD54 branch
Cc1cccc(S(=O)(=O)N[C@H]2CC[C@H](CCNC(=O)Nc3cc(F)ccc3F)O[C@H]2CO)c1,-3,0.3,24,4,-12,-5,0.5,-1
NC(=O)CCC(NS(=O)(=O)c1ccc(Cl)cc1)C(=O)NCc1ccccc1 (stereo unspecified),-8,x,x,x,-2,-25,0.1,x
CCOCc1[nH]c(=S)[nH]c(=O)c1Cc1ccc(OCC(C)C)cc1,0,1.0,x,x,-10,-21,0.2,x
O/N=C(\c1ccccc1)C(O)c1ccccc1 (stereo unspecified),-5,0.7,-3,-6,-6,-16,0.1,-3
COCc1cc(N2CCN(C(=O)OC(C)(C)C)C[C@@H]2C)ccc1Br,2,-0.4,x,x,x,-2,0.7,x
O=C(CCC1CCN(C(=O)CC2=CCCCC2)CC1)NCc1ccc(F)cc1,7,-4.1,x,-4,-7,-6,0.1,-1
O=C(CNc1cccc([N+](=O)[O-])c1)N/N=C/c1ccc([N+](=O)[O-])o1,2,-0.4,-6,-4,-8,1,0.0,0
Cc1cc(Cl)c2oc(C(=O)N(C)Cc3cc(C)[nH]n3)c(C)c2c1,3,-2.8,-3,1,-3,-4,0.3,10
CC1CN(C(=O)CSc2nnc(CNC(=O)c3ccc(S(=O)(=O)N(C)C)cc3)o2)CC(C)O1 (stereo unspecified),-5,1.8,-2,1,x,-8,0.0,10
C[C@H](CO)N1C[C@H](C)[C@@H](CN(C)Cc2ccc(Oc3ccccc3)cc2)Oc2ccc(NS(=O)(=O)c3cn(C)cn3)cc2CC1=O,2,0.3,7,-17,-30,-6,-1.1,3
CCc1nc2c(OCc3ccc(F)c(F)c3)cccn2c1N(C)C(=O)CC(C)C,4,-1.5,x,1,-4,-15,0.0,9
S=C(NCc1ccco1)NCC1CCCO1 (stereo unspecified),1,11*,3,-7,12,-18,0.0,-6
COc1ccc(CC(=O)n2nc(-c3cccnc3)nc2N)cc1,x,x,5,-5,0,x,x,2
O=C(Nc1cccnc1)c1cnn2c(C(F)F)cc(C3CC3)nc12,x,x,11,-4,60*,x,x,-1
C[C@@H]1CN([C@H](C)CO)C(=O)c2cccc(NS(C)(=O)=O)c2O[C@H]1CN(C)C,2,0.1,3,2,11,4,0.1,-5
CCCNC(=O)C[C@@H]1CC[C@@H]2[C@@H](COc3ccc(NC(=O)c4cccc(F)c4)cc3C(=O)N2C)O1,-3,-0.3,-12,8,-6,-5,0.0,2
Cc1ccsc1/C=N/Nc1cccc(C(=O)O)c1,-14,-2.2,-11,x,25,-18,0.4,x
C[C@@H]1CN([C@H](C)CO)C(=O)c2cccc(N(C)C)c2O[C@H]1CN(C)C(=O)Nc1ccc(C(F)(F)F)cc1,0,2.6,x,-3,x,-24,x,3
CCOc1ccccc1CNCCNC(=O)c1nonc1N,x,2.3,9,x,-1,9,0.0,x

# Full records, looked up by structure:
# Profile of C[C@@H]1CN([C@H](C)CO)S(=O)(=O)c2ccc(C#CC3(O)CCCC3)cc2O[C@H]1CN(C)C(=O)Nc1cccc(F)c1 : ERAP1 HTS inh = 3; CFTR F508del cor = -3.0; ARNT TACC3 PPI = 8; esBAF inh = -9; GSIS activator = -15; RAD52 anneal inh = -3; XiGFP reactiv = 0.0; RAD54 branch = 6
# Profile of COc1ccc2c3c(n(C)c2c1)[C@@H](CO)N(Cc1ccccc1OC)CC31CCN(C(=O)C2CC2)CC1 : ERAP1 HTS inh = -3; CFTR F508del cor = -2.2; ARNT TACC3 PPI = x; esBAF inh = x; GSIS activator = -19; RAD52 anneal inh = -104; XiGFP reactiv = 0.0; RAD54 branch = x
